# Compound activity (PubChem)
# RGS7-Gao – RGS7-Galphao binding modulators, primary screen, biochemical, multiplexed bead flow cytometry; Guanine nucleotide-binding protein G(o) subunit alpha (Homo sapiens), P09471; actives lie on both sides; binding response (% of control), % at 10 µM; actives 0.35% (n = 220,000); in the data active means binding response below about 49% or above about 150%; inconclusive means no clear call, values can overlap the other calls; inactive means in between;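 further: fluorescent Galphao held in activated GDP-AlF4 state binding bead-coupled RGS7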
# Target sequence (P09471 whole entry, looked up): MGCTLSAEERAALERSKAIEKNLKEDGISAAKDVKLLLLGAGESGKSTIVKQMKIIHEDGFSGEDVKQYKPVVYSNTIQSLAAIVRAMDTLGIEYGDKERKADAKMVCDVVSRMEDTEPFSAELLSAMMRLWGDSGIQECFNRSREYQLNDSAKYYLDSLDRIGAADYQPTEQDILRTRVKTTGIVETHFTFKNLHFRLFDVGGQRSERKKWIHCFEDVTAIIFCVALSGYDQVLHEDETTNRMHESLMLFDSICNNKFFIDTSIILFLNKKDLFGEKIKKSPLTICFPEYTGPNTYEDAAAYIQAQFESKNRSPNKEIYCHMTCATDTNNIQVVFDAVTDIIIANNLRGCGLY
# Bim-Bcl-B – inhibitors of Bim-Bcl-B binding, primary screen, biochemical, multiplexed, human Bcl-2 family; bead-based flow cytometry, Bim peptide-Bcl-B binding; inhibition, % at 10 µM; Bcl-2-like protein 10 (Homo sapiens), Q9HD36; actives 0.073% (n = 190,000); AID 951, 2007;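 further: 0% = tracer peptide without compound and 100% = reference inhibitor peptide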
# Target sequence (Q9HD36 whole entry, looked up): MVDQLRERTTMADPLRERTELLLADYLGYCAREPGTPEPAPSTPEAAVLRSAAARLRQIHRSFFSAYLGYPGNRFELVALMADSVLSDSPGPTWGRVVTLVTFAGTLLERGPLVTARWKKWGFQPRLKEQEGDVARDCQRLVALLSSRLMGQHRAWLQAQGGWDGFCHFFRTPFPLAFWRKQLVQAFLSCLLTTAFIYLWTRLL
# Bim-Bcl-XL – inhibitors of Bim-Bcl-XL binding, primary screen, biochemical, multiplexed, bead flow cytometry, human Bcl-XL. Bim peptide-Bcl-XL binding, fluorescence. inhibition, % at 10 µM. Bcl-2-like protein 1 (Homo sapiens), Q07817. AID 1007, 2008. actives 0.04% (n = 190,000)
# Target sequence (Q07817 whole entry, looked up): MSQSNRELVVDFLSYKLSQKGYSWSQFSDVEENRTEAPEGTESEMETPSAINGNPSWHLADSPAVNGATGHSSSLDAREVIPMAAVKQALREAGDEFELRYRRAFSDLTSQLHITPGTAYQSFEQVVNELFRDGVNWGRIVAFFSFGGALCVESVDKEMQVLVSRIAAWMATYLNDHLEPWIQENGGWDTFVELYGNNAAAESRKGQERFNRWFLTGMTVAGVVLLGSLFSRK
# Bim-Bcl-W – inhibitors of Bim binding to Bcl-W, primary screen, biochemical, multiplexed, bead-based flow cytometry; Bcl-2-like protein 2 (Homo sapiens), Q92843; Bim peptide-Bcl-W binding; inhibition, % at 10 µM; actives 0.02% (n = 190,000); AID 952, 2007;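 further: 0% = bound tracer without compound and 100% = peptide blocker; higher means less fluorescent Bim peptide bound to Bcl-W beads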
# RGS8-Gao – RGS8-Galphao binding modulators, primary screen, biochemical, multiplexed bead flow cytometry | Guanine nucleotide-binding protein G(o) subunit alpha (Homo sapiens), P09471 | actives lie on both sides | response (percent of control binding), % at 10 µM | actives 0.34% (n = 220,000); in the data active means response below about 60% or above about 140%; inactive means in between;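 further: Galphao activated as the GDP aluminium fluoride complex binding bead-coupled RGS8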
# ABCB1 inh – ABCB1 efflux pump inhibitors, primary screen, cell-based, multiplex, flow cytometry, ABCG2 counter-screen; CCRF-Adr cells, JC-1 efflux; inhibition, % at 6.6 µM; ATP-dependent translocase ABCB1 (Homo sapiens), P08183; actives 0.067% (n = 190,000); in the data active means inhibition above about 40%;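 further: 0% = vehicle and 100% = reference inhibitor; higher value means more JC-1 retained so stronger ABCB1 efflux block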
# RGS4-Gao reg – modulators of RGS4 binding to Galphao, primary screen, biochemical, multiplexed bead flow cytometry; Guanine nucleotide-binding protein G(o) subunit alpha (Homo sapiens), P09471; actives lie on both sides; binding response (% of control), % at 10 µM; actives 0.33% (n = 220,000); AID 1415, 2008; in the data active means binding response below about 49% or above about 150%; inactive means in between;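 further: fluorescent Galphao activated with aluminum fluoride binding bead-coupled RGS4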
# GSH bead fluor – compound fluorescence on glutathione beads, profiling panel, artefact control, biophysical, 488/530 nm, flow cytometry | GSH beads flow cytometry, compound fluorescence 488/530 nm; active compounds read high | fluorescence (KMESF) at 10 µM | actives 0.25% (n = 190,000); in the data active means fluorescence above about 89;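 further: glutathione beads carrying GST-tagged Bcl family fusion proteins plus one bare bead set; values are compound well signal with DMSO vehicle wells as background; inactives centre near 16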
# Bcl-2 Bim block – inhibitors of Bim-Bcl-2 binding, primary screen, biochemical, multiplexed, human Bcl-2 family. actives 0.06% (n = 190,000). inhibition, % at 10 µM. AID 950, 2007. Apoptosis regulator Bcl-2 (Homo sapiens), P10415. Bead-based flow cytometry, Bim peptide-Bcl-2 binding; in the data active means inhibition above about 40%; inconclusive means no clear call, values can overlap the other calls;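 further: 0% = no compound wells with probe peptide and 100% = reference peptide inhibitor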
# Target sequence (P10415 whole entry, looked up): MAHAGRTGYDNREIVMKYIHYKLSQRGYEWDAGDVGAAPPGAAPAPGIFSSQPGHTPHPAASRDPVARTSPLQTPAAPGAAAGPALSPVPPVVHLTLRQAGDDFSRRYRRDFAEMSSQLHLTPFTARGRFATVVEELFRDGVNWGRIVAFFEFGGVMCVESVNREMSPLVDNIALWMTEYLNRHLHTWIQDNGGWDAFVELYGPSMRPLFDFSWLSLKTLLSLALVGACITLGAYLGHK
# Bfl-1 Bim block – inhibitors of Bim binding to Bfl-1, primary screen, biochemical, multiplexed, bead-based flow cytometry. Bcl-2-related protein A1 (Homo sapiens), Q16548. Bim-Bfl-1 binding inhibition. inhibition, % at 10 µM. actives 0.12% (n = 190,000). AID 1008, 2008;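 further: 0% = wells without compound plus tracer and 100% = blocker peptide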
# ABCG2 inh – ABCG2 efflux pump inhibitors, primary screen, multiplex with ABCB1, IgMXP3 cells, flow cytometry; Broad substrate specificity ATP-binding cassette transporter ABCG2 (Homo sapiens), Q9UNQ0; JC-1 efflux; inhibition, % at 6.6 µM; actives 0.1% (n = 190,000);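 active means inhibition above 80%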;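 further: 0% = DMSO and 100% = nicardipine control wells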
#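 Read-out basis: Efflux inhibition in percent versus controls | Test system: ABCG2 IgMXP3 and barcoded ABCB1 CCRF-Adr cell mix | Quantity: 3 million cells/mL in well | Schedule: 10 min at 25 °C | Control set: Nicardipine as high control, DMSO as low control | Reagent: JC-1 as fluorescent efflux pump substrate | Signal: Flow cytometry of retained JC-1 fluorescence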
# * = called active by the depositor; ? = inconclusive; / = no result given. Unless noted, no stated cut-off is given here; in the data, active means inhibition above about 40%.
SMILES,RGS7-Gao,Bim-Bcl-B,Bim-Bcl-XL,Bim-Bcl-W,RGS8-Gao,ABCB1 inh,RGS4-Gao reg,GSH bead fluor,Bcl-2 Bim block,Bfl-1 Bim block,ABCG2 inh
COc1ccccc1-c1nnc(SCC(=O)O)n1-c1ccc(C)cc1,100,-9,-2,-3,104,0.3,104,11,-1,-5,2
COc1ccc(OC)c(S(=O)(=O)N2CCC(C(=O)Nc3cc(C)ccc3C)CC2)c1,103,-6,-5,3,102,-0.6,102,35,-6,-16,33
CC(=O)c1cc(CC=C(C)C)c(O)c(CC=C(C)C)c1O,97,14,3,2,95,-0.2,97,9,20,8,-1
CCOC(=O)c1c(C)oc2ccc(O)c(CN3CCCCC3)c12,92,-4,-3,-2,98,1.0,91,25,-1,-1,7
CC(C)c1ccc(/C=C/C(=O)NCc2ccc(S(N)(=O)=O)cc2)cc1,?,-4,-3,2,106,0.2,106,15,-2,-4,3
CCC(C)NC(=O)CSc1nc2scc(-c3ccccc3)c2c(=O)[nH]1 (configuration not stated),111,-1,-6,-3,107,-0.1,105,10,0,-1,-1
CCCCCCc1cc2cc(C(=O)NCc3ccccc3)c(=N)oc2cc1O,93,0,-3,-2,98,1.0,92,28,2,0,10
CC1(c2ccc(OC(F)F)cc2)NC(=O)N(CC(=O)Nc2ccc(S(N)(=O)=O)cc2)C1=O (configuration not stated),108,0,-1,1,103,-1.6,104,13,0,-4,-4
CCOC(=O)N1CCC(N2CCN(CCC(C)C)C(CCO)C2)CC1 (configuration not stated),106,-6,-2,-2,106,0.5,103,8,-4,-5,0
CN(C(=O)c1c(Br)cnn1C)C12CC3CC(CC(C3)C1)C2,101,-5,-7,-2,102,0.2,101,12,-6,-19,0
CC(CO)NCC12CC3CC(CC(C3)C1)C2 (configuration not stated),104,-5,-1,0,102,-0.7,100,13,-1,0,-3
S=C(NCCc1c[nH]c2ccccc12)NC1CC1,?,-6,-3,-4,102,0.2,102,16,-4,-5,12
COc1cc(NC(=O)c2cc3c(=O)n(C)c4ccccc4c3n2C)cc(OC)c1OC,100,-6,0,-1,100,0.4,100,18,-5,-5,2
CCS(=O)(=O)N1CCC(C(=O)NCCC2=CCCCC2)CC1,96,-6,-6,2,98,0.3,100,13,-5,-5,-3
C/C(=N\NC(=O)OC(C)(C)C)c1cccc([N+](=O)[O-])c1,92,-5,-8,-5,94,0.9,89,20,-2,-5,29
COc1ccc(C(C)=O)cc1COc1nc(C)nc2ccccc12,?,-2,-3,1,99,2.0,97,13,-3,-3,8
CCOc1ccc2nc(CN3CCN(Cc4ccsc4)C(CCO)C3)ccc2c1 (configuration not stated),101,-4,-4,-2,103,-0.1,104,50,-5,-9,0
Cc1cccc(NC(=S)NC(=O)CCc2ccccc2)c1C,95,-11,-12,-1,99,0.0,102,35,-13,-13,1
Cc1c(C(=O)Nc2ccc(Cl)cn2)oc2ccccc12,102,-7,-8,-1,100,1.2,99,19,-12,-19,31
Cc1onc(-c2ccccc2Cl)c1C(=O)Nc1ccc(CN2CCCC2)cc1,100,-2,-5,-5,100,0.4,99,22,-4,-2,1
COc1ccc2nc(N3CCC(O)CC3)c(C#N)cc2c1,108,-1,-2,0,98,0.1,105,10,-2,0,1
COc1ccc([N+](=O)[O-])cc1N(CC(O)CN(CC(C)C)CC(C)C)S(=O)(=O)c1ccccc1 (configuration not stated),101,0,0,0,102,0.6,102,19,-2,-1,0
COc1ccc(NC(=O)N2CCN(c3nc(-c4cccc(OC)c4)cs3)CC2)cc1,101,-7,-7,-3,100,2.8,99,18,-6,-14,60
O=[N+]([O-])c1cc(-n2cnnn2)ccc1N1CCC(Cc2ccccc2)CC1,104,-7,-3,-1,99,0.7,98,27,-13,-14,6
CN(CCc1ccccn1)C(=O)Nc1ccc(Cl)cc1,101,0,-1,-3,101,1.7,104,14,-2,-1,13
Cc1ccc(-n2c(N)c(-c3nc4ccccc4n3C)sc2=S)cc1,133,-42,-8,-2,82,-0.1,99,14,-10,16,0
CCn1nnnc1SCC(=O)NCc1ccco1,99,2,0,1,100,0.3,99,20,3,-1,0
COC(=O)Cc1ccc(NC(=O)C(c2ccccc2)c2ccccc2)cc1,101,-5,-5,-3,104,2.4,98,21,-1,-2,22
Cc1ccccc1Cn1ccc(NC(=O)c2onc(C)c2Cl)n1,103,-8,-8,-8,102,-0.2,102,13,-6,-2,3
CC1(C)OC(=O)C(=CNn2cnc3ccccc3c2=O)C(=O)O1,93,-2,-4,-2,94,0.0,93,4,-1,-9,0
CSc1ccc(CNc2cccc3ccccc23)cc1,97,1,0,2,108,0.5,88,10,2,1,3
Cc1ccc(N(CC(=O)Nc2cccc(C)c2)S(=O)(=O)c2cccc3nonc23)cc1,95,-11,-8,-1,99,4.1,98,29,-9,-9,47
C=CCNc1nnc(Sc2ncccc2[N+](=O)[O-])s1,99,-3,-1,0,90,0.5,97,9,2,5,9
CC(=O)OCC1=C(C(=O)O)N2C(=O)C(NC(=O)CCn3nc(C)c(Cl)c3C)C2SC1 (configuration not stated),96,2,-5,0,98,-0.1,101,9,-1,-2,5
CCCCN1CN(Cc2ccccc2)CNC1=S,98,-11,-8,-4,98,3.4,94,17,-7,-11,20
COC(=O)C1=C(C)NC2=C(C(=O)CC(C)(C)C2)C1c1ccccn1 (configuration not stated),101,-7,-16,-4,102,0.7,101,24,-12,-2,1
COc1cc([N+](=O)[O-])cc2sc(NC(=O)c3c(F)cccc3F)nc12,97,-4,-1,0,98,-0.4,97,13,-2,-6,0
CN(C)CCNC(=O)c1ccc(-c2nn(C)c(=O)c3ccccc23)cc1,97,-10,-3,1,98,-0.2,96,25,-4,-9,1
CCOC(=O)C1CCN(C(=O)Nc2ccc3snnc3c2)CC1,100,-3,-3,-3,100,0.9,101,12,-6,-3,5
CCC1CCCCN1CC(=O)c1c(C)[nH]c2ccccc12 (configuration not stated),104,-4,0,0,104,/,106,18,0,-14,/
CC1CN(Cc2nc3c(c(=O)n(C)c(=O)n3C)n2CC(=O)c2ccccc2)CC(C)O1 (configuration not stated),103,/,/,/,102,0.6,102,27,?,/,4
Cc1ccc(NC(=O)CC2S/C(=N/N=C/C=C/c3ccccc3)NC2=O)cc1Cl (configuration not stated),100,-10,-10,-5,101,-0.3,99,20,-6,-14,0
CCc1ccc2oc(-c3cc(N)ccc3O)nc2c1,97,-13,-19,0,97,0.1,92,33,-9,-13,0
CC1CCCCN1C(=O)COc1ccc(NC(=O)c2ccco2)cc1 (configuration not stated),100,-8,4,-1,101,0.9,101,32,-10,-16,7
O=C(CSc1ccc(Br)c2cccc(Cl)c12)Nc1ccc(S(=O)(=O)Nc2nccs2)cc1,?,0,1,2,98,-1.5,99,16,-4,-2,-7
N#Cc1nc(-c2ccccc2Cl)oc1N1CCOCC1,94,0,-6,-2,93,0.3,90,23,-3,-2,2
C/C(O)=C(/N=O)C(=O)Nc1ccccc1,94,-3,-3,-5,97,0.3,92,17,-6,-2,1
COc1ccc(C2CC2/C(C)=N/OC(=O)C2CC2)cc1 (configuration not stated),98,0,0,-3,94,0.0,93,21,0,0,1
COc1ccc(C(=O)c2oc3ccc(OC)cc3c2N)cc1,99,-8,-3,1,103,0.2,103,26,-10,-9,4
N#Cc1nc(COc2ccccc2)oc1N1CCN(c2cccc(Cl)c2)CC1,97,-7,-7,0,100,0.1,102,34,-8,-13,8
CCCCc1noc(-c2c(-c3ccccc3Cl)noc2C)n1,102,-5,0,-1,104,-0.2,106,9,-1,-3,-1
O=C(c1ccc(F)cc1)N1CCOCC1,93,0,4,0,83,0.4,95,27,-1,2,2
Cc1nc2oc3c(NCc4ccccc4)ncnc3c2c2c1COC(C)(C)C2,108,1,-1,1,103,0.7,104,14,-3,0,2
Cc1ccc(N/C=C(\C#N)c2ccc(OCCCF)cc2)cc1,97,-8,-4,5,100,0.0,98,16,-1,-12,0
COc1ccc(CC(=O)OCc2cc3ccccc3[nH]c2=O)cc1,102,-1,0,-2,104,-0.2,101,31,-2,-4,-1
CCCCNC(=O)c1ccc(CS(=O)(=O)c2cccc(C(F)(F)F)c2)o1,98,-5,-2,0,100,0.5,98,50,-8,-9,5
COC(=O)c1cnn(-c2cc(Oc3cccc(C)c3)ncn2)c1N,96,-9,0,-1,102,0.1,94,31,-10,-11,2
C=CCn1c(SCC(=O)Nc2sccc2C(N)=O)nc2ccc(Cl)cc2c1=O,102,-4,-6,1,103,2.2,99,15,-6,-13,9
CC/C(O)=C1\C(=O)CCCC1=NCc1nc2ccccc2[nH]1,97,8,2,0,97,-1.3,97,13,0,4,24
COc1ccc(-c2nc3nc(C)cc(=O)n3[nH]2)cc1,100,-7,-9,-6,102,-0.2,102,24,-12,-17,1

# Additional entries
SMILES,RGS7-Gao,Bim-Bcl-B,Bim-Bcl-XL,Bim-Bcl-W,RGS8-Gao,ABCB1 inh,RGS4-Gao reg,GSH bead fluor,Bcl-2 Bim block,Bfl-1 Bim block,ABCG2 inh
CC1(C)N=C(SCC(=O)Nc2ccccc2)C(c2ccc(Cl)cc2)=N1,102,-10,-6,2,106,-0.4,104,49,-6,-6,11
O=C(Nc1ccccc1NC(=O)c1ccco1)c1ccco1,-19*,0,-1,1,6.2*,0.8,-45*,11,0,0,5
Cc1cc(OCC(=O)O)c2ccccc2n1,104,-2,0,1,106,0.0,105,7,-2,-5,0
O=C1CC(c2ccccc2Cl)CC(O)=C1C=Nc1ccccc1 (configuration not stated),100,-2,-2,-3,104,1.2,105,6,1,-1,7
CC(C)(Oc1ccc(Cl)cc1)C(=O)NCc1ccc(S(N)(=O)=O)cc1,?,-6,-1,0,100,0.7,101,15,-4,-5,29
O=Cc1cccn1Cc1ccc(Cl)cc1Cl,96,-8,-1,0,98,-0.2,96,15,-5,-12,0
c1ccc(-n2nnnc2SCc2cccc(CSc3nnnn3-c3ccccc3)n2)cc1,97,-2,-1,0,99,0.6,96,24,0,1,1
